KOR beta-arrestin-1: KOR antagonists, beta-arrestin recruitment, cell-based, luminescence, uHTS (AID 1778); KOR beta-arrestin recruitment, luminescence, antagonist mode; higher % means a stronger effect; inhibition, % at 10 µM; hits with a dose series show IC50 in µM; 0.091% of 290,000 active; note: strong numbers were not always called active
NOD1 NF-kB reporter: inhibition of NOD1-driven NF-kB reporter – cell-based, luminescence, uHTS, primary screen (AID 1578) | NOD1-driven NF-kB luciferase reporter cells, luminescence; higher % means a stronger effect | 1% of 290,000 active | inhibition, % at 4 µM; hits with a dose series show EC50 in µM; in the data active = inhibition mostly above about 36%, no sharp cut-off; inactive = mostly below about 34%;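 note: HEK-293T reporter cells stimulated with the NOD1 agonist gamma-tri-DAP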
T cell modulator: T cell immune modulators affecting CD8 T cell-vesicle binding. 2C CD8+ T cell-vesicle binding, flow cytometry; stronger effect = lower value. calls only at 7 µM. 0.068% of 330,000 active. AID 2052;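 active = response, share of CD8 T cells binding vesicles, and their 90th percentile fluorescence all below set limits, cut at about 80% in these data, passing the limit was not always enough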
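System: murine 2C transgenic CD8+ T lymphocytes; also added: QL9-loaded Drosophila micro-vesicles; times: binding 1.5 h at 37 °C; measured by: flow cytometry, PE anti-B7-1 (FL2) versus Alexa647 anti-CD8 (FL8), PFA-fixed; control set: Peptide-free naked vesicles (low) and QL9 vesicles with 0.7% DMSO vehicle (high)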
GPR55 activation: GPR55 agonists via beta-arrestin recruitment, primary screen, imaging, U2OS cells, beta-arrestin-GFP redistribution (AID 1961); 0.048% of 290,000 active; U2OS GPR55 beta-arrestin-GFP redistribution imaging; higher % means a stronger effect; activation, % at 10 µM, or EC50 in µM where a hit was titrated;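 active = activation above 40% with more than 50 cells counted in the well; inconclusive = wells holding fewer than 50 cells, flagged as toxic or sparse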;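 note: U2OS osteosarcoma cells stably expressing GPR55 and beta-arrestin-GFP; plate controls were DMSO negative control for no effect and LPI positive control for full effect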
KOR beta-arrestin-2: kappa opioid receptor activators – cell-based, luminescence, uHTS, primary screen (AID 1777); activation, % at 10 µM; hits with a dose series show EC50 in µM; KOR beta-arrestin recruitment, luminescence; higher % means a stronger effect; 0.02% of 280,000 active; in the data active = activation above about 50%, passing the limit was not always enough; note: a part of the inactive calls stands beside numbers as strong as those of hits
GPR55 antagonists: inhibition of LPI-stimulated GPR55 beta-arrestin translocation – imaging, U2OS, beta-arrestin-GFP, LPI agonist, primary screen (AID 2013); U2OS GPR55 beta-arrestin-GFP translocation imaging, LPI antagonism; higher % means a stronger effect; inhibition, % at 10 µM, or IC50 in µM where a hit was titrated; 0.13% of 290,000 active;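 active = spots per cell inhibited over 60%, with over 100 cells counted and total cytoplasm intensity under 500,000; inconclusive = wells with under 100 cells, flagged as likely toxic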;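 note: U2OS cells stably carrying GPR55 and arrestin-GFP stimulated by 5 µM LPI near EC80; imaged beta-arrestin-GFP aggregate spots per cell after agonist stimulation; plate controls were LPI-stimulated DMSO wells for no effect and DMSO wells without LPI for full effect; some results filed as inactive read as strong as hits; confirmed hits need IC50 under 10 µM and bright autofluorescent wells are also inconclusive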
Myeloid diff 2: promotes myeloid progenitor differentiation; 1% of 360,000 active; calls only at 10 µM; ER-HoxA9 myeloid progenitors, lysozyme-GFP differentiation, flow cytometry;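 active = normalized GFP-positive differentiation at or above the plate's own cutoff, the solvent-only control mean plus 3 SD; inconclusive = no clear call, values can overlap the other calls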;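 note: cells exposed to compound for four days before flow analysis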
NOD2 inhibition: NOD2 signaling inhibitors, cell-based, luminescence, uHTS, HEK293 (AID 1566) | HEK293 NOD2/NF-kB luciferase reporter, luminescence; higher % means a stronger effect | one-dose inhibition, % at 4 µM; EC50 in µM for titrated hits | 0.63% of 290,000 active; note: many of its hits are not listed in these tables
NTR1 agonist: NTR1-driven beta-arrestin-GFP spot formation – imaging, U2OS cells, high content, primary screen (AID 493036); agonist mode; activation, % at 20 µM; 0.17% of 330,000 active;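 active = activation at or above 40% of the spot to cytoplasm intensity ratio, with at least 20 cells analyzed; inconclusive = wells under 20 cells, flagged as cytotoxic or low count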;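 note: 0% = DMSO without peptide and 100% = 100 nM NTR1 peptide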
Target sequence (P30989 whole entry, looked up): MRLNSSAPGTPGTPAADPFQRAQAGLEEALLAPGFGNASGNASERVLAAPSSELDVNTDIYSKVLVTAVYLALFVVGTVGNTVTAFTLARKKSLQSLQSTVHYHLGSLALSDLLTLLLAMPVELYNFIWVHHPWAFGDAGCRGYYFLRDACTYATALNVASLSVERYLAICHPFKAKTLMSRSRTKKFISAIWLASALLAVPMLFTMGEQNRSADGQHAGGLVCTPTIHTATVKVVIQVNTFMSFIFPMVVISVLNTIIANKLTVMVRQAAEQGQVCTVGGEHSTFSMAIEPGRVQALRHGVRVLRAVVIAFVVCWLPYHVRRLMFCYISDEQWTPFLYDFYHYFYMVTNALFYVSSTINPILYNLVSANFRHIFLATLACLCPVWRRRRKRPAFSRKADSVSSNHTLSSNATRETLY
T cell modulator vesicle-bound %: further read-out of T cell modulator, marked with its call; double positive events, %; measured here: CD8+ vesicle-bound cell fraction;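 binding gate set so that unloaded-vesicle control wells show 10% double positive cells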
NTR1 agonist cell count 20 µM: recorded beside NTR1 agonist, whose call it bears; cell count; measured here: cell count, cytotoxicity flag
Myeloid diff 2 GFP+ MAC1+ %: second read-out of Myeloid diff 2, no call of its own (marks repeat the call); GFP+ MAC1+ double positive, %; measured here: differentiation confirmed by MAC1 staining
An asterisk follows results filed as active; i = inactive; u = inconclusive; x = no result given; [ ] = remark or other dose. Cut-off read from the data, not from the text of the source, unless noted: active = inhibition above about 50%; inactive = the rest.

SMILES	KOR beta-arrestin-1	NOD1 NF-kB reporter	T cell modulator	T cell modulator vesicle-bound %	GPR55 activation	KOR beta-arrestin-2	GPR55 antagonists	Myeloid diff 2	Myeloid diff 2 GFP+ MAC1+ %	NOD2 inhibition	NTR1 agonist	NTR1 agonist cell count 20 µM
Cc1cc(C)cc(NC(=O)Nc2ccc(NC(=O)c3ccccc3O)cc2)c1	-2%	-5%	i	13	0.3%	-0.1%	8%	u	x	-96%	3.5	93
O=C1CNC(=O)N1Cc1ccc(Br)cc1	18%	-11%	i	40	-0.1%	6.5%	-17%	x	x	-9%	-1.1	59
Cc1onc(-c2ccccc2)c1-c1nc2ccccc2c(=O)o1	-43%	-41%	i	48	-0.1%	-2.1%	-10%	i	0.4	2%	3.9	82
COC(=O)c1sccc1NC(=O)c1cccs1	4%	5%	i	11	-0.3%	-0.3%	1%	i	0.5	19%	0.4	56
CC1CCN(C(=S)NC(=O)c2ccccc2)CC1	-16%	-1%	i	16	0.6%	-5.8%	-4%	i	0.6	5%	-0.1	55
CCN(CC)c1cc(C)c2cc(NC(=O)c3cccs3)ccc2n1	-32%	-40%	i	29	-0.3%	2.5%	13%	i	1.0	0%	6.7	66
COC(=O)C(OC(=O)c1ccc(OC)cc1)C(=O)OC	-6%	-16%	i	24	1.5%	-4.1%	14%	i	3.4	-6%	0.7	73
Cc1c(/C=N\NC(=O)C2COc3ccccc3O2)c2ccccc2n1C (configuration not stated)	-140%	-22%	i	43	-0.1%	9.6%	-17%	x	x	-10%	x	x
CC(Sc1ncn[nH]1)C(=O)NCc1ccccc1 (configuration not stated)	39%	6%	i	20	0.4%	-7.0%	16%	i	0.7	-1%	-0.8	64
CCOc1ccc(NC(=O)c2cccc(-n3cnnn3)c2)cc1	-6%	-6%	i	16	-0.3%	0.7%	0%	i	0.8	4%	1.6	81
Cc1coc2c(C)c3oc(=O)c(CCC(=O)NCc4ccccn4)c(C)c3cc12	-33%[20 µM]	45%	i	16	0.4%	-9.0%	-13%	i	2.1	20%	1.6	75
COc1ccc(C(=O)CSc2nnc(CNC(=O)c3ccccc3F)n2C)cc1OC	-23%	-18%	i	41	0.6%	-2.2%	-15%	i	4.9	-3%	-2.1	40
CC1CCc2c(C(=O)Nc3ccccn3)csc2C1 (configuration not stated)	35%	-9%	i	33	-0.1%	-0.5%	2%	i	0.5	-77%	2.8	40
COc1ccc(C)cc1NC(=O)C(=O)NNC(=O)COc1ccc(Cl)cc1	-21%	-36%	i	30	-0.4%	2.0%	7%	i	0.4	18%	0.0	38
COc1cc(/C=C2\SC(=Nc3ccccc3)N(Cc3ccco3)C2=O)ccc1OC(C)C(=O)O (configuration not stated)	-1%	27%	i	12	-0.1%	-2.8%	-4%	i	0.7	5%	1.3	83
Cc1c(NC(=O)/C(=C/c2cccs2)NC(=O)c2ccccc2)c(=O)n(-c2ccccc2)n1C	-21%	-20%	i	16	0.1%	-1.9%	-12%	i	0.2	17%	0.1	37
O=C(NCc1ccccc1)C1=C[C@H](C2CC2)C[C@H](OCc2ccc(CO)cc2)O1	-10%	-10%	x	x	0.1%	2.3%	13%	i	2.1	18%	-0.2	48
COc1ccc2c(c1)c(C(=O)N/N=C/c1ccc(OC)c(OC)c1)c(C)n2C	-20%	-24%	i	49	0.0%	3.0%	-1%	i	0.5	-3%	-1.6	76
O=C(NC(Cc1ccccc1)C(=O)O)/C(=C/c1cccc(Br)c1)NC(=O)c1ccco1 (configuration not stated)	-16%	30%	i	35	0.3%	-2.7%	12%	i	0.8	-39%	1.2	48
N#CC1=C(N)NC(=S)C(C(N)=O)C1c1ccc([N+](=O)[O-])cc1 (configuration not stated)	-60%[20 µM]	-21%	i	32	-0.1%	-5.7%	-9%	i	0.4	10%	0.0	70
O=C(CC1C(=O)NCCN1Cc1cccc(F)c1F)NCCCC1CCCC1 (configuration not stated)	18%	-1%	i	25	-0.1%	-1.7%	4%	i	0.0	-12%	0.9	58
O=C(NCc1ccccc1Cl)C1CCC(CNc2c(N3CCCCC3)c(=O)c2=O)CC1 (configuration not stated)	6%	-20%	i	42	-0.2%	0.1%	14%	i	2.9	14%	-0.9	72
COc1cccc(-n2c(SC3CCOC3=O)nc3ccccc3c2=O)c1 (configuration not stated)	-4%	-40%	i	10	-0.2%	-3.1%	-1%	i	8.6	-9%	2.3	97
Cc1ccc(-n2c(SCC(=O)NC3CCCCC3)nc3c(c2=O)SCC3)cc1	25%	-4%	i	27	-0.2%	-2.4%	16%	i	1.4	12%	-0.9	95
COc1cc(Nc2nc3ccccc3n3nnnc23)cc(OC)c1OC	-28%	-14%	i	40	-0.1%	3.8%	-12%	i	6.7	12%	4.2	51
CC(C)Sc1nc2ccc(N3C(=O)C4CCCCC4C3=O)cc2s1 (configuration not stated)	22%	-32%	i	36	0.4%	0.3%	8%	i	0.3	-22%	2.8	49
NC(=O)c1ccccc1NC(=O)Nc1ccccc1Cl	0%	-26%	i	40	-0.4%	4.7%	-1%	i	0.2	3%	-0.4	72
NS(=O)(=O)c1ccc(CNC(=S)Nc2ccc(F)c(Cl)c2)cc1	9%	12%	i	58	0.3%	-1.4%	-3%	i	0.2	-7%	-0.7	43
O=C(O)/C=C/c1cccc(NC(=O)c2ccc(Cl)cc2)c1	-88%[20 µM]	-39%	i	57	-0.1%	x	-2%	i	0.1	-30%	1.8	44
O=C(O)C1=C[C@@H](C2CCCCC2)C[C@@H](OCCCCO)O1	-20%	4%	i	31	0.5%	7.2%	2%	i	2.4	-15%	-0.7	57

Complete entries from above. Order of screens: KOR beta-arrestin-1	NOD1 NF-kB reporter	T cell modulator	T cell modulator vesicle-bound %	GPR55 activation	KOR beta-arrestin-2	GPR55 antagonists	Myeloid diff 2	Myeloid diff 2 GFP+ MAC1+ %	NOD2 inhibition	NTR1 agonist	NTR1 agonist cell count 20 µM
`O=C(O)/C=C/c1cccc(NC(=O)c2ccc(Cl)cc2)c1` is listed as -88%[20 µM]	-39%	i	57	-0.1%	x	-2%	i	0.1	-30%	1.8	44
`O=C(O)C1=C[C@@H](C2CCCCC2)C[C@@H](OCCCCO)O1` is listed as -20%	4%	i	31	0.5%	7.2%	2%	i	2.4	-15%	-0.7	57

Continuation:
SMILES	KOR beta-arrestin-1	NOD1 NF-kB reporter	T cell modulator	T cell modulator vesicle-bound %	GPR55 activation	KOR beta-arrestin-2	GPR55 antagonists	Myeloid diff 2	Myeloid diff 2 GFP+ MAC1+ %	NOD2 inhibition	NTR1 agonist	NTR1 agonist cell count 20 µM
O=C(Nc1cccc(-c2nc3ccccc3s2)c1)c1cccs1	10%	-27%	i	60	0.4%	2.8%	10%	i	0.1	-31%	3.8	81
O=C(CN(C(=O)c1csnn1)c1cccc(Cl)c1)NC1CCCCC1	5%	-8%	i	39	1.2%	1.3%	8%	i	0.7	-1%	1.2	50
S=C(NC1CCCCC1)N(CCc1nc2ccccc2[nH]1)C1CCCC1	3%	11%	i	36	-0.3%	-5.3%	4%	i	1.3	18%	-2.4	64
CC1(C)Cc2c(cnn2-c2ccccc2)C(NC(=O)CCc2ccc(=O)[nH]n2)C1 (configuration not stated)	-13%	-27%	i	40	-0.1%	15%	2%	i	1.8	-2%	1.1	64
CCN(Cc1ccccc1)S(=O)(=O)c1ccc(OC)c2ncccc12	7%	3%	i	31	-0.1%	1.2%	2%	i	0.2	3%	0.3	58
CCCCNC(=O)Nc1nc2ccc(CC)cc2s1	-3%	-29%	i	48	0.0%	-6.3%	-8%	i	0.0	-70%	0.4	48
CC(=O)Oc1cccc(NC(=O)c2ccc3c(c2)C(=O)N(CC(C)C)C3=O)c1	-21%	-11%	i	55	0.4%	-0.8%	9%	i	0.2	-8%	1.0	85
S=c1[nH]cc(-c2ccccc2)n1-c1cccc(Cl)c1	13%	-23%	i	42	0.8%	4.2%	12%	i	1.7	-2%	-1.2	53
Cc1cccc(C)c1NC(=O)c1cc(S(=O)(=O)N2CCOCC2)ccc1F	18%	-19%	i	40	-0.1%	1.7%	-2%	i	5.2	10%	0.5	69
COc1ccc(OC)c(NC(=S)NCc2cccs2)c1	-7%	8%	i	42	-0.1%	5.7%	9%	i	0.9	12%	0.5	41
Cc1nc2ccc(-c3nc4ccccc4o3)cc2[nH]1	-5%	-73%	i	28	0.3%	-0.6%	0%	i	0.7	-101%	-1.0	79
COC(=O)[C@H](C)NC(=O)Nc1ccccc1C(F)(F)F	-2%	16%	i	10	-0.3%	-0.7%	-5%	i	5.4	10%	0.0	72
COCCNC(=O)c1ccccc1NC(=O)c1cccc([N+](=O)[O-])c1C	-6%	-19%	i	44	-0.2%	-4.1%	4%	i	0.8	1%	-0.3	30
CCCC(NC(=O)Cc1c(C)c2c(cc(C)c3c(C)coc32)oc1=O)C(=O)O (configuration not stated)	-4%	-1%	i	26	-0.2%	5.8%	0%	i	0.3	9%	1.4	88
COc1ccc(CCN2CC(C#N)=C3c4cc(OC)c(OC)cc4CCN3C2)cc1OC	17%	-2%	i	36	-0.1%	-1.9%	10%	i	3.6	16%	2.9	91
COc1ccc(OC)c(NC(=O)C(=O)NNC(=O)COc2ccc(Br)cc2C)c1	9%	-34%	i	29	0.4%	2.5%	3%	i	0.3	17%	2.1	36
O=C(CC1CC2CCC1C2)Nc1nc(-c2ccccn2)cs1 (configuration not stated)	-12%	-20%	i	8	0.1%	1.9%	-18%	i	0.3	-16%	1.8	34
Cc1ccc(N=C(NOCc2ccc(Cl)cc2Cl)c2nonc2N)c(C)c1	-12%	12%	i	33	-0.1%	-4.3%	16%	x	x	-8%	17	53
COc1ccc(C2NC(=O)CCC2[N+](=O)[O-])cc1OC (configuration not stated)	-8%	-19%	i	27	-0.1%	-0.2%	11%	i	0.5	2%	0.5	68
O=C(Nc1nc2ccc(Cl)cc2s1)[C@@H]1CCCN1C(=O)c1cccs1	31%	-27%	i	45	-0.4%	-1.0%	-1%	i	0.4	-10%	-1.2	56
CC(NC(=O)COC(=O)/C=C/c1ccco1)c1ccccc1 (configuration not stated)	-22%	-31%	i	66	0.1%	1.7%	-10%	i	0.2	7%	-0.7	35
O=C(O)CCNc1ccc(Cl)cc1	-16%	7%	i	42	-0.3%	2.0%	12%	i	2.4	-10%	-0.1	47
S=C1SCN(Cc2ccco2)CN1Cc1ccco1	31%	-4%	i	31	0.4%	1.4%	10%	i	0.0	1%	-0.2	44

Assay outcomes (PubChem)

Some of the compounds tested; count on the stated rates, not on these rows.
